Scp-1 inhibitor: Scp-1 phosphatase inhibitors, primary screen, biochemical, colorimetric, uHTS. Carboxy-terminal domain RNA polymerase II polypeptide A small phosphatase 1 (Homo …. Recombinant Scp1, phosphopeptide, malachite green phosphate absorbance. inhibition, % at 20 µM. 340,000 tested, 0.88% active;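 active means inhibition above about 50% at 20 µM, limit read from the data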;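 further: plate controls were DMSO wells with enzyme for no effect and wells lacking enzyme for full effect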
Target sequence (Q9GZU7 76-261 limits assumed): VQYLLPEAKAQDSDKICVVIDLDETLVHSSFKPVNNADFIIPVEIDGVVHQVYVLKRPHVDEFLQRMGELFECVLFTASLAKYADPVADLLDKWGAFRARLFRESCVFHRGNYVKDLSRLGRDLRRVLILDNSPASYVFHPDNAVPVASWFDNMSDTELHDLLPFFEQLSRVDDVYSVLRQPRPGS
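Material: truncated SCP-1 phosphatase (76-261aa) / Buffer or medium: 50 mM Tris acetate pH 5.5, 0.005% Tween-20, 10 mM MgCl2 / Compound dosing: one concentration, 20 µM, with 1.0% DMSO / Incubation: 45 min room-temperature reaction, 5 min colour, 30 min stabiliser / Detection: colorimetric free-phosphate detection, absorbance 630 nm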
DNMT1 block: human DNMT1 methyltransferase inhibitors, primary screen, biochemical, molecular beacon, fluorescence, HinP1I cleavage, uHTS. DNA (cytosine-5)-methyltransferase 1 (Homo sapiens), P26358. inhibition (reported as % activation of signal), % at 10 µM. 360,000 tested, 0.83% active. AID 588458, 2011; in the data active means inhibition above about 50%
TbMetRS inhib: T. brucei MetRS inhibitors, primary screen, biochemical, luminescence; AID 624268, 2012; inhibition, % at 11.9 µM; purified T. brucei MetRS, ATP depletion, Kinase-Glo luminescence; 360,000 tested, 0.4% active;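 active means inhibition above a per-plate cutoff of the control wells' mean inhibition plus 3 SD, cut at about 5.5% in these data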;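 further: 0% = DMSO wells median and 100% = median of wells with control inhibitor compound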
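Material: T. brucei methionyl-tRNA synthetase, purified; reagent: substrates ATP, L-methionine and bulk Escherichia coli tRNA; dosing: 11.9 µM single point; timing: 15 min plus 2 h at 25 °C; detection: luminescence of leftover ATP; evaluation: % inhibition; control set: DMSO-only wells as low control; replicates: singlicate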
STEP inh: STEP phosphatase inhibitors, primary screen, biochemical, fluorescence intensity, uHTS | Tyrosine-protein phosphatase non-receptor type 5 (Homo sapiens), P54829 | recombinant STEP, OMFP fluorogenic substrate | inhibition, % at 20 µM | 360,000 tested, 0.25% active;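 active means inhibition at 20 µM, scaled per plate between control wells, above about 37%, limit read from the data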;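 further: 0% = DMSO with enzyme and substrate and 100% = substrate only without enzyme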
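medium = Bis-Tris buffer pH 6.0, 2.5 mM DTT, 0.005% Tween 20 | test system = STEP (striatal-enriched tyrosine phosphatase) enzyme, cell-free | measure = normalized % inhibition | compound dosing = 20 µM, 1% DMSO | also added = 25 µM OMFP | schedule = reaction 20 min, ambient temperature | measured by = fluorescence read at 480 nm ex / 540 nm em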
NadD block: inhibitors of S. aureus NadD, primary screen, biochemical, colorimetric, uHTS; Nicotinate-nucleotide adenylyltransferase NadD (Staphylococcus aureus N315); purified NadD enzyme, colorimetric absorbance read-out; inhibition, % at 20 µM; 360,000 tested, 0.78% active; in the data active means inhibition above about 26%; further: some compounds past the cut are filed as inactive
Rpn11 inh: Rpn11 (PSMD14) deubiquitinase inhibitors, primary screen, biochemical, fluorescence polarization, uHTS; calls only at 20 µM; 26S proteasome non-ATPase regulatory subunit 14 (Homo sapiens), O00487; human 26S proteasome, Ub4-pepOG fluorescence polarization; 20S core pre-blocked with epoxomicin; 360,000 tested, 0.59% active;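 active means inhibition at 20 µM, scaled to each plate's controls, above about 33%, limit read from the data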
LMPTP block: LMPTP phosphatase inhibitors, primary screen, biochemical, fluorescence intensity, uHTS; recombinant LMPTP-A, OMFP fluorogenic substrate; inhibition, % at 20 µM; 360,000 tested, 0.22% active;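 active means compounds that cut the enzyme signal by at least half of the control window in the single-dose screen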;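 further: plate controls were DMSO wells with enzyme plus substrate for no effect and substrate without enzyme for full effect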
Target sequence (P24666 whole entry, looked up): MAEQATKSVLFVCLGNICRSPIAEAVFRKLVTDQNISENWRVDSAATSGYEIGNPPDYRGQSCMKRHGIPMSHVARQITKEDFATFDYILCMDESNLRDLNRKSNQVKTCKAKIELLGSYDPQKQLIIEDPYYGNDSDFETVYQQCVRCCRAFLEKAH
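Assay system: LMPTP-A, protein tyrosine phosphatase of low molecular weight / Medium: pH 6.0 Bis-Tris buffer with DTT and Triton X-100 / Schedule: 50 min enzyme reaction at room temperature, protected from light / Measured by: endpoint fluorescence intensity from OMFP dephosphorylation / Read-out basis: % inhibition relative to no-enzyme and uninhibited control wells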
SUMO1 PPI mod: modulators of SUMO1 protein-protein interactions, primary screen, biochemical, uHTS | SUMO1 binding to a labelled peptide, TR-FRET, 1 h | Small ubiquitin-related modifier 1 (Homo sapiens), P63165 | inhibition, % at 20 µM | 360,000 tested, 0.33% active; in the data active means inhibition above about 37%
Target sequence (P63165 whole entry, looked up): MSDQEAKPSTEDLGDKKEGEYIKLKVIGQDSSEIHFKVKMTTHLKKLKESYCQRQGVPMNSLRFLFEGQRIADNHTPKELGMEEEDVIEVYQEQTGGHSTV
CSN inh: inhibitors of CSN-mediated cullin deneddylation, primary screen, biochemical, fluorescence polarization, uHTS; Purified CSN, SCF-Nedd8-OG deneddylation; 360,000 tested, 0.38% active; inhibition, % at 12.5 µM;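 active means pattern-corrected inhibition above about 35%, with an unprinted fluorescence ratio check between 0.5 and 1.5, limit read from the data, passing the limit was not always enough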;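 further: 0% = enzyme with substrate and 100% = substrate without enzyme; some results filed as inactive read as strong as hits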
Target sequence (Q92905 whole entry, looked up, one chain of several): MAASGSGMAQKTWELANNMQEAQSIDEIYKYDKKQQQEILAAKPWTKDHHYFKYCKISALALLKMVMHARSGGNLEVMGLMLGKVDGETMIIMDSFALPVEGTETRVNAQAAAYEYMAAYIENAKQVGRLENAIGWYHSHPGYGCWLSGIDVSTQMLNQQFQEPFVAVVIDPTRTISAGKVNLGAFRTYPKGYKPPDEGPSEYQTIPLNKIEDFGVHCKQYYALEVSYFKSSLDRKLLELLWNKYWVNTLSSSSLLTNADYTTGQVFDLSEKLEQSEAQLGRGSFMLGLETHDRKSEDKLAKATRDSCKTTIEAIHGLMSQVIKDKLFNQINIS
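Assay system: HEK293T-derived human Csn5 enzyme; quantity: 0.24 nM enzyme; medium: Tris/NaCl/DTT buffer, pH 7.5; also added: substrate SCFSkp2-Nedd8OG, 10 nM; doses: 12.5 µM compound; schedule: 90 min reaction at room temperature; signal: FP; read-out: % inhibition of substrate cleavage by Csn5; benchmarks: substrate-only high control, full reaction low control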
MsrA inhibitor: bovine MsrA enzyme inhibitors, primary screen, biochemical, absorbance, HTS | Methionine sulfoxide reductase A (Bos taurus) | purified bovine MsrA, absorbance read-out | inhibition, % at 15.5 µM | 360,000 tested, 0.75% active; in the data active means inhibition above about 4.5%;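 further: 0% = vehicle wells with enzyme and 100% = reference inhibitor wells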
* marks the source's active call; other numbers are inactive results; i = inactive; x = not tested or not shown; + = active, no number; & = joins results of further samples.

SMILES	Scp-1 inhibitor	DNMT1 block	TbMetRS inhib	STEP inh	NadD block	Rpn11 inh	LMPTP block	SUMO1 PPI mod	CSN inh	MsrA inhibitor
C[C@H]1C=C(C(=O)NCc2ccccc2)O[C@@H](OCc2ccc(CO)cc2)C1	2	-2	-0.3	-2	-5	i	-2.4	-1	0	1.9
C=CCSC1=N/C(=C\c2cccnc2)C(=O)N1c1ccc(OC)cc1	-6	-3	0.4	3	-3	i	2.4	-25	-5	0.7
CSc1nc2c(c(=O)[nH]1)CCCC2	-2	-1	0.1	-3	1	i	-0.3	3	1	1.8
N#Cc1c(C(F)(F)F)cc(=O)[nH]c1SCC(=O)O	0	0	0.4	3	-2	i	-2.1	0	-1	0.7
O=C(Nc1cccnc1)c1ccc([N+](=O)[O-])s1	-6	-2	-0.5	1	4	i	1.6	-37	-1	1.9
CCn1ccc(C(=O)NC2C(=O)N3C(C(=O)O)=C(C)CSC23)n1 (configuration not stated)	-6	-2	-0.3	0	4	i	-1.3	1	2	-1.3
Nc1ccc2nc(-c3ccccc3)cnc2c1	-3	-3	0.8	-6	-4	i	1.4	-29	-1	0.6
O=C(CSc1nnc(NC(=O)c2c(F)cccc2F)s1)NCc1ccccc1	-1	1	-0.4	-4	-6	i	-0.9	5	0	1.1
COc1cc([N+](=O)[O-])ccc1NC(=S)NNC(=O)c1ccc2c(c1)OCO2	-8	-1	-0.2	0	12	i	-1.5	-32	4	4.7*
CCOc1cc(/C=N/NC(=O)c2cc(C3CC3)[nH]n2)ccc1O	-9	7	-0.1	2	-3	i	-3.0	-2	6	3.2
COc1ccccc1/C=C/C(=O)Nc1ccc(S(=O)(=O)Nc2cc(C)nc(C)n2)cc1	-2	-2	-0.4	-1	7	i	-0.5	-4	-4	3.2
COC(=O)C(NC(C)=O)(Nc1nc(C)cs1)C(F)(F)F (configuration not stated)	-5	7	0.1	-1	2	i	-0.4	0	4	-1.2
CC(NC(=O)CCc1nnc(Cc2cccc(C(F)(F)F)c2)o1)C1CC1 (configuration not stated)	-7	-19	1.9	-3	-2	i	1.6	-2	-1	1.1
C#CCN(C[C@@H]1[C@@H](OC(=O)NCc2ccc(OC)c(OC)c2)[C@@H](OC(=O)NCc2ccc(OC)c(OC)c2)CN(C(=O)OC(C)C)N1C(=O)OC(C)C)S(=O)(=O)c1ccc(C)cc1	x	-10	-0.3	0	-10	i	4.1	0	6	0.1
Cc1ccccc1OCC(O)CN1CCN(CC(O)COc2ccccc2C)CC1 (configuration not stated)	-5	-3	0.2	2	-3	i	-0.4	-1	-5	2.9
CC(=O)Oc1ccc(/C=C2/Oc3ccccc3C2=O)cc1	-14	6	3.5	3	-2	i	0.8	-32	3	-0.3
CN1OC[C@@H]2CN(C(=O)C(C)(C)C)[C@H](c3cccc(Oc4ccccc4)c3)C[C@@H]21	x	3	0.4	-3	-7	i	-2.5	-2	0	-0.4
CCC(Oc1ccccc1)C(=O)O/N=C(\N)c1ccc(OC)c(OC)c1 (configuration not stated)	30	-4	-0.8	-2	-13	i	1.2	4	5	-0.2
COc1cccc(-c2ncc3ccccc3c2COC(=O)N2CCOCC2)c1	-6	11	-0.3	0	-1	i	-0.2	-3	-5	0.0
O=C(CN1C(=O)/C(=C/c2ccccc2Cl)SC1=S)NC1C=CS(=O)(=O)C1 (configuration not stated)	21	7	0.5	5	13	i	5.9	-9	3	0.0
O=C(Nc1ccccc1C(=O)N1CCOCC1)C1CCC(=O)N1C1CCCC1 (configuration not stated)	-6	1	0.2	-4	0	i	-0.9	-1	5	-0.5
CCc1ccc(NC(=S)N(CCCN2CCOCC2)Cc2ccccn2)cc1	-8	-1	-0.1	1	-6	i	-3.5	-6	-2	0.1
Cc1ccc(C2C3=C(CCCC3=O)Nc3nc(SCC(=O)NCc4ccco4)[nH]c(=O)c32)cc1 (configuration not stated)	-7	3	-0.3	0	1	i	1.4	7	2	-0.1
COc1ccc(CCC(=O)OCC(=O)Nc2sccc2C(N)=O)cc1	-6	-3	-0.4	-1	-7	i	3.5	1	10	0.8
CC(OC(=O)c1ccc2ccccc2n1)C(=O)Nc1ccc(N2CCOCC2)cc1 (configuration not stated)	-5	-6	-0.2	0	-4	i	-0.4	-13	-1	2.1
COc1ccc(OCC(=O)N/N=C(/C)Cc2ccccc2)cc1	-1	0	-1.1	-3	5	i	-0.6	-1	8	-1.2
COc1cccc(-n2c(C)n[nH]c2=O)c1	-8	0	-0.2	2	2	i	-2.4	0	-2	1.2
CCOC(=O)N1CCC(NC(=O)c2cc(C(=O)Nc3ccc(OC)c(OC)c3)ccc2CO)CC1	-9	0	-0.5	0	4	i	-1.4	-1	-4	0.7
CCCCCOc1ccc(/C=c2\sc3nc(=O)c(-c4ccccc4)nn3c2=O)cc1OC	2	5	-0.7	1	7	i	2.1	6	33	0.4
O=C(Nc1ccccc1C(F)(F)F)N1CCN(c2ccc3nnc(-c4ccc(F)cc4)n3n2)CC1	-1	2	0.2	1	1	i	0.7	4	0	0.0
CC(C)(C)c1ccc(C(=O)Nc2nnc(SCC(=O)NCC3CCCO3)s2)cc1 (configuration not stated)	-2	-2	-0.1	0	-4	i	0.2	3	1	-0.6
COc1cc2c(cc1OC)C(C(=O)NCCN(C)C)C(c1cccs1)N(C)C2=O (configuration not stated)	3	1	-1.3	2	-3	i	-0.4	2	-4	-0.8
O=C(CN1CCOCC1)N1c2ccccc2Sc2ccccc21	-13	-2	-0.6	2	0	i	-1.3	5	4	0.1
COc1ccc(Cn2nnc3c(C)n[nH]c(=O)c32)cc1	-6	-1	-1.0	-2	-5	i	-1.5	-5	2	-0.2
O=C(NCCc1ccc(Cl)cc1)C1CCN(S(=O)(=O)N2CCCC2)CC1	3	6	-0.1	1	-2	i	-1.1	-6	0	-0.8
Cn1nccc1NC(=O)Nc1cccc([N+](=O)[O-])c1	5	1	0.4	-3	0	i	-1.7	-23	3	-0.6
Cc1ccc(C(=O)NCC(=O)Nc2ccc(S(=O)(=O)Nc3cc(C)nc(C)n3)cc2)cc1	0	1	-0.3	-3	4	i	-1.1	1	-3	0.0
CC1CC(C)(C)NC(=S)N1CCCC(=O)Nc1ccc(F)c(F)c1 (configuration not stated)	10	0	-0.7	2	0	i	-1.6	2	-6	0.5
CCOC(=O)C1=C(N)n2c(s/c(=C\c3cccnc3)c2=O)=C(C(=O)OC)C1c1cccnc1 (configuration not stated)	3	17	-0.2	3	-13	+	-0.5	-4	67*	-0.2
O=C(CSc1ccc2ccccc2c1)Nc1ncccn1	-4	-17	0.9	1	1	i	-5.1	-6	-4	0.9
OC(COCC1COc2ccccc2O1)CN1CCN(c2ccccn2)CC1 (configuration not stated)	-10&-6	1&5	-0.1&-0.7	0&-3	0&0	i	0.6&-2.3	-2&1	4&-1	-0.1
O=C(O)c1ccccc1/C=N/NC(=S)NCc1ccccc1	-7	2	-0.3	0	-9	i	-1.0	-4	0	-0.3
Oc1cccc(-c2nc3ccc4ccccc4c3c3c2CCC3)c1	4	-6	0.1	1	24	i	6.0	5	1	1.2
Nc1ccc2nc(CCc3ccccc3)[nH]c2c1	-10	-20	0.2	-4	2	i	0.0	-4	5	-1.4
O=S(=O)(Nc1cccc(-n2cnnn2)c1)c1ccc(Cl)cc1	3	-3	-0.7	-4	-3	i	-0.9	-4	0	-0.9
O=C(CCc1c[nH]c2ccccc12)NN1C(=O)NC2(CCCCC2)C1=O	0	-4	-0.3	0	-7	i	-1.2	-5	-1	0.1
CCN(CC(=O)NCc1cccs1)C(=O)c1ccc(-c2cccc(C(F)(F)F)c2)o1	-7	7	-0.6	0	-8	i	2.5	-8	0	-0.9
COc1ccc(NC(=O)NNC(=O)c2ccc3ccccc3c2O)c(OC)c1	-13	-5	-0.1	0	-1	i	1.0	4	0	-0.1
CSc1c(CC(=O)Nc2ccccc2)n(Cc2ccccc2)c2ccccc12	36	-6	0.0	0	-5	i	0.8	2	-4	1.1
CCC(C)NC(=O)c1ccccc1NC(=O)CN(c1cc(C)ccc1OC)S(C)(=O)=O (configuration not stated)	-14	-2	0.2	-2	-5	i	-2.5	0	-1	0.7

Arranged by number of heavy atoms (rising): part of the list above.
SMILES	Scp-1 inhibitor	DNMT1 block	TbMetRS inhib	STEP inh	NadD block	Rpn11 inh	LMPTP block	SUMO1 PPI mod	CSN inh	MsrA inhibitor
Nc1ccc2nc(CCc3ccccc3)[nH]c2c1	-10	-20	0.2	-4	2	i	0.0	-4	5	-1.4
Oc1cccc(-c2nc3ccc4ccccc4c3c3c2CCC3)c1	4	-6	0.1	1	24	i	6.0	5	1	1.2
O=C(CCc1c[nH]c2ccccc12)NN1C(=O)NC2(CCCCC2)C1=O	0	-4	-0.3	0	-7	i	-1.2	-5	-1	0.1

Later entries:
SMILES	Scp-1 inhibitor	DNMT1 block	TbMetRS inhib	STEP inh	NadD block	Rpn11 inh	LMPTP block	SUMO1 PPI mod	CSN inh	MsrA inhibitor
CCn1cc(/C=N\NC(=O)COc2cccc(C)c2C)c(C)n1	-1	2	-0.1	2	5	i	-0.2	6	5	-0.1
CCc1ccc(N(CC(=O)NCc2ccc(F)cc2)C(=O)c2csnn2)cc1	4	0	-0.1	0	-3	i	0.1	-1	3	-0.2
Cc1nn(Cc2c(Cl)cccc2Cl)c(C)c1NC(=O)/C=C/c1cnn(C)c1C	-6	-10	0.1	2	-8	i	-1.5	1	0	0.4
O=C(Nc1ccc(OC(F)(F)F)cc1)c1ccc2nc[nH]c2c1	-4	0	-0.4	-3	0	i	-1.0	0	-5	3.0
O=C1CNC(=O)/C(=C\c2ccc(F)cc2)N1	4	1	-1.1	-2	-2	i	-0.6	6	-5	-0.8
Cc1[nH]c2ccccc2c1/C=N/NC(=O)c1ccccc1	-7	0	0.2	1	-8	i	-1.2	-2	-2	6.2*

High-throughput results as filed in PubChem.

Outcome played no part in choosing rows (roughly 3.9% active in at least one column).
